GAA spleen mod: lysosomal alpha-glucosidase (human) modulation; human spleen homogenate, 4-MU-alpha-glucoside fluorescence; 240,000 compounds, 0.006% hits; AID 2112; Potency, µM (highest dose often 79.9 µM), for the others: at the top dose activity change, negative = inhibition, most hits filed as inhibitors; P10253;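 further: 0% = enzyme with vehicle and -100% = no enzyme basal signal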
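Human spleen homogenate (1 ug) incubated with compounds and 1 mM 4-methylumbelliferyl-alpha-D-glucopyranoside in pH 5.0 citrate/phosphate buffer, 37 C, 40 min. Stopped at pH 10; 4-MU fluorescence (Ex 365/Em 440 nm); AC50 by Hill fit.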
GAA glycogen mod: alters human alpha-glucosidase cleavage of glycogen; recombinant GAA, glycogen substrate, Amplex Red glucose oxidase fluorescence; Potency, µM (series often up to 76.4 µM), without a hit: top-dose activity change, negative = inhibition, hits mostly inhibitors; 300,000 compounds, 0.38% hits; AID 2100;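 further: 0% = full enzyme reaction and -100% = no-enzyme basal signal; the screen sought inhibitors and activators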
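qHTS, 1536-well; enzyme 4 nM final; cpd up to 77 uM; substrate bovine liver glycogen 30 ug; 50 mM citrate/phosphate pH 5.0, 0.01% Tween-20; 37 C, 40 min; Amplex Red detection 45 min RT; Hill fit → AC50.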
RGS12 GoLoco inh: inhibitors of human Gai1-RGS12 GoLoco interaction (red fluorophore); Gai1:RGS12 GoLoco peptide FP, rhodamine, 10 min; Potency, µM (top dose mostly 61.6 µM), inactives show at the highest dose activity, negative = inhibition, usual class: inhibitors; 230,000 compounds, 0.44% hits; AID 880; active means well fitted inhibition curve with a large enough effect, not every such curve was filed as active; inactive means no such curve, though single readings can be large or run the other way; further: on the % scale 0 is the no-effect control and ±100 the full control effect; nearly all actives have a fitted effect of over 30% in size; many of its hits are not listed in these tables
Target sequence (P63096 whole entry, looked up): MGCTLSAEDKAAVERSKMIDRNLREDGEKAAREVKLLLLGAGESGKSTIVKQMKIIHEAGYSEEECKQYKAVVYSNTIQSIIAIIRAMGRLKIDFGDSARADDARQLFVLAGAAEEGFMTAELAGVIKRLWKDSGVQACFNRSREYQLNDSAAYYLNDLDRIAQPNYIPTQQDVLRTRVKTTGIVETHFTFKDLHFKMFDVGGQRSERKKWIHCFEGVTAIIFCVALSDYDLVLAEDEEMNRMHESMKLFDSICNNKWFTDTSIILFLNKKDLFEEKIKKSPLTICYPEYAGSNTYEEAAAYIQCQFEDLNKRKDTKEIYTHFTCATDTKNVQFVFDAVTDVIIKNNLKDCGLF
HTT cytoprotect: cytoprotection in Huntington HTT-Q103 PC12 cell model | Potency, µM (titrated, usually from 56.4 µM), for the others: cytoprotection (ATP increase), actives largely listed as activators | PC12 HTT-Q103 induced, cytoprotection, ATP luminescence, 40 h | 230,000 compounds, 0.14% hits;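 further: % of control where 0% means no effect; nearly all actives have a fitted effect of over 45% in size; toxic huntingtin expression switched on by the ecdysone agonist tebufenozide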
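Quantitative HTS on tebufenozide-induced (100 nM) PC12 cells expressing HTTQ103 exon 1–GFP; compounds tested as a concentration series; survival measured via cellular ATP.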
HTT aggregate: reduces HttQ103-GFP aggregates in PC12 cells | PC12 HttQ103-GFP aggregates, Acumen cytometry, 40 h | Potency, µM (highest dose often 46.1 µM), for the others: top-dose activity change, negative = inhibition, most hits filed as inhibitors | 220,000 compounds, 1.1% hits | AID 1688; further: on the % scale 0 is the no-effect control and ±100 the full control effect; nearly all actives have a fitted effect of over 60% in size
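PC12 cells stably carrying ecdysone-inducible HTT exon 1 Q103–GFP were induced with tebufenozide (100 nM final) and treated with library compounds in titration. GFP aggregates in lysates were counted by laser scanning cytometry.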
GAA inh: inhibitors of human lysosomal alpha-glucosidase. P10253. purified human GAA, 4-MU-alpha-glucoside fluorescence. Potency, µM (series often up to 76.9 µM), for the others: at the highest dose activity change, negative = inhibition, actives largely listed as inhibitors. 200,000 compounds, 0.005% hits. AID 1466;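 further: plate controls were uninhibited enzyme wells for no effect and no-enzyme background for full effect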
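Activity normalized between no-enzyme (basal) and enzyme-only wells. Conditions: 4 nM human enzyme, 400 uM fluorogenic substrate, citrate/phosphate pH 5.0 with Tween-20, 20 min room temperature, compounds up to 77 uM.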
IMPase Li cell: membrane-permeable IMPase blocker, potentiated with lithium; CHO-M1 cells, IP1 TR-FRET (IP-One), carbachol + lithium; Potency, µM (titrated, usually from 59.4 µM), inactives show top-dose activity, negative = IMPase inhibition, hits mostly inhibitors; 210,000 compounds, 0.35% hits; AID 1457;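 further: IP1 builds up when IMPase is blocked and the TR-FRET signal falls; plate controls were basal vehicle for no effect and high inhibitor control for full effect; nearly all actives have a fitted effect of over 50% in size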
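CHO cells stably expressing M1 receptor (2000/well, cultured 16–30 h) treated 30 min at 37C with compound plus low lithium. Cytosolic IP1 by TR-FRET (665/620 ratio and 620 channel) after 10 min lysis; AC50 by Hill fit.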
An asterisk follows results filed as active; ? = inconclusive; . = no result given; [ ] = remark or other dose. Unless noted, the call rests on the fitted dose curve; in most records, active means well fitted curve in the direction sought with a large enough effect; inconclusive means small, poorly fitted or top-dose-only effect, or another doubt; inactive means no such curve, though single readings can be large; an effect the other way counts as inactive or inconclusive. Potency means the concentration at half of the fitted maximal effect.

SMILES	GAA spleen mod	GAA glycogen mod	RGS12 GoLoco inh	HTT cytoprotect	HTT aggregate	GAA inh	IMPase Li cell
O=C(CSc1nc(-c2cccs2)cc(C(F)(F)F)n1)NCc1ccccc1	-3%	5%	6%	13%	11%	-2%	19%[38.3 µM]
S=C1N(c2ccccc2)C(c2ccccc2)N2CCCN12 (configuration not stated)	-3%	-29%	-5%	12%	4%	1%	48%[activator][38.3 µM]
CSc1nc(N2CCN(C)CC2)c2c(c1C#N)CC(C)(C)OC2	14%	3%	-3%	-3%[10 µM]	22%[9.22 µM]	.	.
CC(C)NC(=O)c1ccc(-c2cccc(C(F)(F)F)c2)o1	-5%	13%	-6%	-16%	4%	1%	-27%[38.3 µM]
COc1cccc(-c2nc(C(N)=O)c3[nH]c(=O)n(-c4ccccc4)c3n2)c1OC	2%	0%	1%	0%[10 µM]	10%	7%	15%[38.3 µM]
Cc1ccc(-c2nnc(SCC(=O)N3CCCc4ccccc43)n2N)cc1	-2%	-23%	14%	-6%	1%	-12%	-1%[38.3 µM]
CCOC(=O)Cc1csc(NC(=O)C2C3C=CC(C3)C2C(=O)O)n1 (configuration not stated)	7%	6%	-6%	17%[0.074 µM]	-9%	-12%	6%[38.3 µM]
O=C(COC(=O)CNC(=O)c1cccc([N+](=O)[O-])c1)Nc1cccc(S(=O)(=O)N2CCCC2)c1	0%	-4%	2%	12%[10 µM]	5%	-6%	18%
N#C/C(=C\c1cccc(O)c1)c1nc2ccccc2o1	1%	0%	4%	0%[10 µM]	-10%[9.22 µM]	.	.
CCn1c(=O)c([N+](=O)[O-])c(Cl)c2ccccc21	-1%	13%	1%	-36%[10 µM]	?	7%	37%[activator]
O=C(COC(=O)c1ccc2c(c1)OCO2)NCc1ccc2c(c1)OCO2	2%	2%	3%	11%	1%	-4%	12%[38.3 µM]
CCOc1ccc(C(=O)c2cnc3ccccc3c2N2CCN(CC)CC2)cc1	2%	4%	-2%	4%	-1%	-2%	7%
C1=CC2CC1CC2CN1CCN(Cc2ccccc2)CC1 (configuration not stated)	0%	9%	1%	11%	14%	-6%	45%[activator][38.3 µM]
CC(C)c1ccc(O)c(N)c1	-8%	10µM*	2%	26%	?	2%	20%[38.3 µM]
C=CCNC(=O)c1ccccc1CCc1ccccc1	-1%	7%	8%	-44%[inhibitor]	0%	9%	0%
CCOc1ccc(CCNC(=O)CCC(=O)Nc2ccc3nc(N4CCN(C)CC4)cc(C)c3c2)cc1OCC	-17%	-1%	2%	-31%[inhibitor]	9%	?	8%
O=C(CSc1ncc(-c2ccccc2)[nH]1)Nc1ccccc1F	2%	1%	0%	-27%	-33%	-4%	-9%
NC(=O)c1c(NC(NC(=O)c2ccco2)(C(F)(F)F)C(F)(F)F)sc2c1CCCC2	-6%	-27%	10%	-21%	-19%	3%	21%[38.3 µM]
CN(C)S(=O)(=O)N1CCN(CC(=O)Nc2cc(Cl)ccc2Cl)CC1	-18%	0%	-5%	14%[10 µM]	11%	0%	6%
CCc1nnc(NC(=O)C2CC(=O)N(c3ccc(C)cc3)C2)s1 (configuration not stated)	-8%	-6%	6%	0%	-4%	-1%	26%[38.3 µM]
CCOc1cc(/C=C(/NC(C)=O)C(=O)O)cc(Cl)c1OCc1cccc(Br)c1	2%	2%	4%	0%[10 µM]	-17%[9.22 µM]	.	.
Cc1cc(=O)[nH]c(SCC(=O)NC(C)C2CC3CCC2C3)c1C#N (configuration not stated)	0%	-4%	11%	-32%[inhibitor]	?	5%	1%
CCN(CC)S(=O)(=O)c1cccc(C(=O)NC(Cc2c[nH]c3ccccc23)c2nnc3n2CCC3)c1 (configuration not stated)	7%	-5%	0%	29%[10 µM]	0%	4%	4%
Cc1nc2sc(C(=O)OC(C)C)c(N)c2c(C)c1C	1%	0%	-3%	-32%[inhibitor]	6%	?	-8%
COc1ccc(-n2nc(C(=O)NCc3ccco3)c3ccccc3c2=O)cc1	-2%	-4%	7%	-7%	9%[1.84 µM]	6%	?
O=C(NCC1(c2ccccc2)CCCC1)c1ccccc1	-3%	0%	12%	-1%[10 µM]	15%	1%	2%
CCn1cc(C(=O)NCC2CCCO2)c(=O)c2cc(F)c(N3CCN(C)CC3)cc21 (configuration not stated)	-7%	0%	1%	-42%[inhibitor]	3%	0%	10%[38.3 µM]
O=C(C1CC1)N1CCc2[nH]c3ccccc3c2C1	-6%	9%	-2%	-8%[10 µM]	-8%	3%	5%
O=C(COC(=O)C1CCN(S(=O)(=O)c2ccc3c(c2)OCCO3)CC1)Nc1ccc(C(F)(F)F)cc1	-1%	7%	-26%	-15%[1.9 µM]	4%	?	-7%
Cc1c(C(=O)NCc2ccoc2)oc2ccc3c(c12)C(=O)CC(C)(C)O3	1%	1%	-7%	-29%[10 µM]	?	7%	13%

Complete entries, quoted from the list:
`Cc1nc2sc(C(=O)OC(C)C)c(N)c2c(C)c1C` is listed with GAA spleen mod = 1%; GAA glycogen mod = 0%; RGS12 GoLoco inh = -3%; HTT cytoprotect = -32%[inhibitor]; HTT aggregate = 6%; GAA inh = ?; IMPase Li cell = -8%
`Cc1cc(=O)[nH]c(SCC(=O)NC(C)C2CC3CCC2C3)c1C#N` (configuration not stated) is listed with GAA spleen mod = 0%; GAA glycogen mod = -4%; RGS12 GoLoco inh = 11%; HTT cytoprotect = -32%[inhibitor]; HTT aggregate = ?; GAA inh = 5%; IMPase Li cell = 1%

The results go on.
SMILES	GAA spleen mod	GAA glycogen mod	RGS12 GoLoco inh	HTT cytoprotect	HTT aggregate	GAA inh	IMPase Li cell
CC(C)n1nnnc1SCC(=O)N1CCN(C(=O)c2ccco2)CC1	2%	-5%	1%	?	-10%	-5%	4%
CC(C)NC(=S)NC(=O)/C=C/c1cccc2ccccc12	-3%	-1%	4%	.	26%	4%	5%
O=C(C1CCCN(Cc2nc(-c3ccc(Cl)cc3)no2)C1)N1CCOCC1 (configuration not stated)	5%	6%	-1%	-6%[10 µM]	-14%[9.22 µM]	?	8%
Cc1cc(NS(=O)(=O)c2ccccc2)c(C)c(Cl)c1O	8%	45µM*	-5%	-16%	-5%	-1%	13%[38.3 µM]
CC(=O)c1ccc(NS(=O)(=O)c2ccc(C)cc2)cc1	-21%	5%	-6%	7%	5%	-6%	21%[38.3 µM]
COc1ccc(C(=O)NCCSCc2ccc(C)cc2)cc1	-8%	-5%	-1%	31%	0%	-9%	-11%[38.3 µM]
CC(C)c1ccc(S(=O)(=O)c2cc3cc(Br)ccc3oc2=O)cc1	-13%	10%	-14%	-25%[10 µM]	8%	4%	14µM*
C[C@H](c1ccccc1)n1nnc(COCc2ccccc2)c1C#CCOCc1ccccc1	3%	-4%	-5%	8%[10 µM]	-2%[9.22 µM]	.	.
COc1cc2oc3cc(C)oc(=O)c3c2cc1OC	3%	-1%	0%	2%[10 µM]	-8%[9.22 µM]	.	.
C=CCNC(=O)N1CCc2nc(CCCC)c3c(c2C1)CO[C@@H](C)C3	6%[17.4 µM]	.	1%[14.2 µM]	-21%[10 µM]	.	.	-9%
O=Cc1ccccc1OS(=O)(=O)c1ccccc1	5%	-1%	9%	-1%[10 µM]	-6%	5%	-8%
O=C(COc1ccc(Cl)cc1Cl)Nc1ccccn1	-3%	-3%	4%	0%	22%	9%	0%[38.3 µM]
CCOc1ccc(C(=O)NC(=S)NC2CCCC2)cc1[N+](=O)[O-]	-16%	-12%	2%	-12%[10 µM]	7%	-9%	3%
O=C(COc1ccc(S(=O)(=O)NCc2ccccc2)cc1)N1CCOCC1	-3%	2%	3%	1%[10 µM]	11%	-1%	15%
N#C/C(=C\c1c(N2CCC(C(N)=O)CC2)nc2ccccn2c1=O)S(=O)(=O)c1ccccc1	-1%	-4%	9%	21%	3%	2%	-4%[38.3 µM]
Clc1cc(CSc2ccccc2)nc(-c2ccccc2)n1	0%	2%	10%	-4%[10 µM]	12%	7%	1%
COc1cc2cc(C)c(SCC(=O)N3CCN(C(=O)c4ccco4)CC3)nc2cc1OC	7%	-14%	-2%	8%[10 µM]	-12%[9.22 µM]	.	.
COc1ccc(/C=N/NC(=O)c2ccccc2O)cc1Cn1cc([N+](=O)[O-])cn1	1%	-9%	3%	-2%[10 µM]	-2%[9.22 µM]	.	.
CCOc1ccc(CN2CCN(Cc3nc4c(s3)CCCC4)CC2CCO)cc1 (configuration not stated)	0%	10%	14%	17%[10 µM]	5%[9.22 µM]	-2%	6%
Cc1ccc(S(=O)(=O)NC(CC(C)C)C(=O)N2CCC(C)CC2)cc1 (configuration not stated)	3%	-5%	1%	-40%	?	-3%	12%
CCCNC(=O)Nc1nccs1	16%	17%	-9%	0%	4%	7%	7%[38.3 µM]
CCc1ccc(-c2c(C)sc(NC(C)=O)c2C(N)=O)cc1	-16%	-7%	2%	-29%	-24%	1%	18%[38.3 µM]
COc1ccc(C2(CNC(=O)c3cccs3)CCOCC2)cc1	-11%	-5%	4%	3%[10 µM]	-8%	-4%	8%
CC(=O)NC1(NC(C)=O)CCN(C)CC1	1%	-9%	10%	2%[10 µM]	-17%[9.22 µM]	7%	4%
O=C(C1CC1)N1CCc2cc(Br)cc(S(=O)(=O)NCc3ccco3)c21	-2%	-2%	2%	-7%	3%	-2%	22%[38.3 µM]
COc1cccc(C(=O)Nc2cc(C(=O)NCCc3ccccc3)ccc2Cl)c1	8%	10%	6%	-13%	-9%	-9%	47%[38.3 µM]
CCOC(=O)C1CCN(c2c(NCc3ccc(C(=O)NC4CCCC4)cc3)c(=O)c2=O)CC1	-13%	-7%	3%	7%[10 µM]	?	-1%[15.4 µM]	5%[38.3 µM]
COc1ccc(-c2oc3ncn4nc(Cc5ccccc5)nc4c3c2-c2ccc(OC)cc2)cc1	-1%	1%	6%	-8%	-13%	-6%	119%[activator][38.3 µM]
C#Cc1ccc([C@H]2C=C(C(=O)N3CCOCC3)O[C@@H](OCC)[C@@H]2CCCO)cc1	-2%	2%	-3%	8%[10 µM]	1%[9.22 µM]	.	12%
O=C(CCCC(=O)OCC(Cl)=C(Cl)Cl)Nc1ccc(F)cc1	0%	10%	.	0%[10 µM]	-11%	-27%	.
O=C1CCCN1CCCn1cnc2c([nH]c3ccc(F)cc32)c1=O	7%	1%	8%	-30%	-9%	-6%[15.4 µM]	1%[38.3 µM]
CCCCC(CC)CNC(=O)CCS(=O)(=O)c1cccc2nonc12 (configuration not stated)	-22%	-2%	8%	19%	-5%	-2%	24%[38.3 µM]

High-throughput results deposited in PubChem by National Center for Advancing Translational Sciences (NCATS).

Only part of the results is shown; the hit share may differ from the screen's.
